Screening results as filed in PubChem BioAssay.
miR122 inh: miR-122 Renilla sensor signal increase in Huh7, primary screen, miR-122 inhibitor project, cell-based, single point, plate reader | Huh7 miR-122 Renilla luciferase sensor, 48 h; neutral wells = 0, positive control = 100 | activation (reporter increase), % at 12.5 µM | hit rate 0.3% among 340,000;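 active = mean replicate activation score at least 90 and every replicate individually at or above 90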;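 note: higher luciferase means less miR-122 activity so hits act as miR-122 inhibitors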
Cneo AK release: Cryptococcus neoformans cell lysis inducers, primary screen, AK release luminescence, single concentration; C. neoformans lysis, adenylate kinase release luminescence, 4 h; normalised: neutral wells 0, clomiphene wells 100; lysis activity, % at 15 µM; hit rate 0.2% among 360,000;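 active = mean lysis activity across replicates of at least 80%, whatever share of replicates individually reach that level; inactive = mean lysis activity below 80%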
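Material: C. neoformans cells | Amount: Yeast cell density of 5 × 10^6 cells/mL | Medium: Fresh YPD growth medium | Dosing: Single dose | Times: Static 4 h at 37 °C with compound, 1 h detection | Detection: AK luminescence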
ARNT-TACC3 inh: disruptors of ARNT/TACC3 protein interaction, primary screen, biochemical, AlphaScreen, single concentration; Transforming acidic coiled-coil-containing protein 3 (Homo sapiens), Q9Y6A5; AlphaScreen His-ARNT PAS-B/GST-TACC3 binding, luminescence; TACC3 fragment carries E629A point mutation; inhibition, % at 9.99 µM; hit rate 0.66% among 390,000;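 active = mean inhibition of replicates at least 50% and at least half of replicates each reaching 50%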;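 note: 0% = complete ARNT plus TACC3 wells and 100% = ARNT alone without TACC3; many hits fall short of the cut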
SIRT5 inh: SIRT5 desuccinylase inhibitors, primary screen, biochemical, fluorescence imaging, single point, set 5. inhibition, % at 15 µM. Purified SirT5, succinyl-peptide AMC, trypsin-coupled fluorescence. hit rate 1.1% among 330,000. NAD-dependent protein deacylase sirtuin-5, mitochondrial (Homo sapiens), Q9NXA8; in the data active = inhibition above about 15%
Target sequence (Q9NXA8 whole entry, looked up): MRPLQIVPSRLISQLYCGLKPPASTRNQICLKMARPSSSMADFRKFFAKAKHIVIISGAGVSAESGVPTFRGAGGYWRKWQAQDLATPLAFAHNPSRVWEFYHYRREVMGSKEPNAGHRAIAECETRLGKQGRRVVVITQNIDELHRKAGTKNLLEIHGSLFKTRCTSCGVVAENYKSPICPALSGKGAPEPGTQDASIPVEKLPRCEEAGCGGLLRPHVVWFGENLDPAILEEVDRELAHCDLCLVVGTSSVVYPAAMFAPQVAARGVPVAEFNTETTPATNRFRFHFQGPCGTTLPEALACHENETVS
ERp5 block: inhibitors of ERp5-driven insulin aggregation, primary screen, biochemical, turbidity, absorbance 650 nm, single point | inhibition, % at 9.99 µM | 90 min | Protein disulfide-isomerase A6 (Homo sapiens), Q15084 | hit rate 0.05% among 350,000;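 active = mean replicate inhibition above about 25%, with every replicate also reaching it, limit read from the data, passing the limit was not always enough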
Target sequence (Q15084 whole entry, looked up): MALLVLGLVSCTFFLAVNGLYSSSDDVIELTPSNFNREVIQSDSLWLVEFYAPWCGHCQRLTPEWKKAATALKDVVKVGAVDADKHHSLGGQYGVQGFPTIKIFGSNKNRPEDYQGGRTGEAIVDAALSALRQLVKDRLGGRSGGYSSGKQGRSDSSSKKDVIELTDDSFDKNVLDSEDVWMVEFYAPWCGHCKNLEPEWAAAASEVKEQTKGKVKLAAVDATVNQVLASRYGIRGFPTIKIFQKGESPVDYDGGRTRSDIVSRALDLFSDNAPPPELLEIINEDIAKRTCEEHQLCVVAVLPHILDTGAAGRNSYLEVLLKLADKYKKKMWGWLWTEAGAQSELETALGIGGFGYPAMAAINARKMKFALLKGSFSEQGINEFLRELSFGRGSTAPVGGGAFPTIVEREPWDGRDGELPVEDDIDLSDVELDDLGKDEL
esBAF inh: Bmi1 luciferase reporter increase in mESCs, primary screen, esBAF inhibitor project, mouse ES cells, Bmi1 luciferase knock-in, single point; reporter increase, % at 12.5 µM; 24 h; 100% = twice the neutral-well signal; hit rate 2% among 350,000; in the data active = activation above about 40%;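 note: 0% = median of the plate's neutral control wells and 100% = double that signal; a rise in the Bmi1 reporter signal indicates esBAF inhibition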
Statin myotox sup: suppressors of statin myotoxicity in C2C12 myotubes, primary screen, cell-based, single point, plate reader. rescue of ATP level, % at 7.49 µM. hit rate 0.78% among 330,000. C2C12 myotubes + simvastatin, ATP luminescence, 48 h; scaled: DMSO 0, geranylgeraniol control 100;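 active = mean ATP rescue above about 67%, or every replicate alone reaching that limit, limit read from the data, passing the limit was not always enough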;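 note: myotubes were challenged with 10 µM simvastatin during compound exposure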
Active calls of the source: *; nt = not tested or not shown; & = joins results of further samples; [ ] = remark or other dose.

SMILES	miR122 inh	Cneo AK release	ARNT-TACC3 inh	SIRT5 inh	ERp5 block	esBAF inh	Statin myotox sup
C[C@H](CO)N1C[C@H](C)[C@@H](CN(C)Cc2ccc(Cl)c(Cl)c2)Oc2ccc(NC(=O)CCCN(C)C)cc2CC1=O	-9[16.7 µM]	5	9	-5	-2	-4	34
O=C(C[C@@H]1CC[C@H](NC(=O)c2ccccc2)[C@H](CO)O1)Nc1ccc(-c2ccccc2)cc1	-23[16.7 µM]	1	8	-1	-3	13	-7
CCn1c(CCC(=O)N(C)CC(=O)Nc2cccc(F)c2)nc2cc(S(=O)(=O)N(C)C)ccc21	nt	nt	-2	0	-3	nt	nt
CC(C)CCNC(=O)CCc1nnc(Cc2c[nH]c3ccccc23)o1	-7	-2	nt	0	7	2	6
CC(C)NC(=O)N(C)C[C@@H]1Oc2ccc(NC(=O)C3CC3)cc2C(=O)N([C@@H](C)CO)C[C@H]1C	-1[16.7 µM]	2	8	0	-3	-4	-4
COCOc1ccc(-c2ncc(OC)nc2NC(=O)c2ccsc2)cc1	-1	-1	nt	0	-1	-1	27
COc1c(Cl)ccc(Cl)c1C(=O)NC(=O)N1CCOCC1	-26	-2	-4	nt	nt	-3	-17
CC1CCC2(CC1)NC(=O)N(NC(=O)CCc1c[nH]c3ccccc13)C2=O (configuration not stated)	-6	0	0	-1	4	-1	-28
Cc1ccc(F)cc1NC(=O)CCc1c(C)nn(-c2ccc(N3CCCCC3)nn2)c1C	-2	-1	5	-2	-5	65*	-8
COc1ccc(CN(C(=O)c2snc(C(N)=O)c2N)C(C(=O)NC2CCCC2)c2ccc(OC)c(OC)c2)cc1 (configuration not stated)	nt	4	-2	-1	22	4	-11
O=c1oc2ccccc2c2c1SC(C(F)(F)F)C2 (configuration not stated)	-8	0	-4	nt	nt	3	5
COc1ccc(Oc2cccc(Cl)c2CNC(=O)c2ccccc2C(=O)O)cc1	-4	-1	nt	-3	0	nt	nt
C[C@H]1CN([C@@H](C)CO)C(=O)c2cc(-c3cccc(F)c3)cnc2O[C@@H]1CN(C)Cc1cccc(F)c1	-12[16.7 µM]	nt	nt	nt	nt	-5	5
CO[C@@H]1CN(C)C(=O)c2ccc(NC(=O)c3cccc(F)c3)cc2OC[C@H](C)NC[C@@H]1C	-2[16.7 µM]	0	3	-4	3	3	-15
CN(c1ccccc1)S(=O)(=O)c1cccc(NC(=O)Cc2ccc(Cl)cc2)c1	19	-1	-1	-2	-2	-12	-4
O=C1CCCc2c1sc1nc3n(c(=O)c21)CCCCC3	-10	0	0	nt	nt	68*	9
O=C(O)c1ccc(CNC(=O)C2CCN(S(=O)(=O)c3cccs3)CC2)cc1	-5	-1	nt	nt	-2	-5	5
CC(C)CC#Cc1ccc2c(c1)O[C@H](CN(C)C(=O)Nc1ccccc1F)[C@H](C)CN([C@@H](C)CO)S2(=O)=O	18[16.7 µM]	-2	-6	5	-7	-6	-38
O=C(CC(c1ccccc1)c1ccccc1)Nc1ccncc1	-4	-32	0	-4	1	4	-3
c1ccc(Oc2ccc(-c3ccn[nH]3)cc2)cc1	nt	nt	-1	-2	7	nt	nt
Cc1cccc(CN2CCCC(C(=O)c3ccc4c5c(cccc35)CC4)C2)n1 (configuration not stated)	0	4	3	-1	13	nt	nt
COc1ccc(NC(=O)CN(C)S(=O)(=O)c2ccc(Cl)cc2)cc1Cl	-3	-3	-5	nt	nt	-6	nt
O=C(c1ccncc1)N1CCN(C(=O)c2cccs2)CC1	-2	2	0	nt	nt	-1	-5
Cc1ccc(S(=O)(=O)N(C)C[C@H]2Oc3ccc(NC(=O)CCCCCC(=O)Nc4ccccc4N)cc3CC(=O)N([C@H](C)CO)C[C@H]2C)cc1	9[16.7 µM]	-1	-2	nt	4	4	4
O=C(N/N=C/c1ccccn1)C(O)c1ccccc1 (configuration not stated)	-2	5	3	3	2	-5	3

The last two records of the part before are carried over, then new ones follow.
SMILES	miR122 inh	Cneo AK release	ARNT-TACC3 inh	SIRT5 inh	ERp5 block	esBAF inh	Statin myotox sup
Cc1ccc(S(=O)(=O)N(C)C[C@H]2Oc3ccc(NC(=O)CCCCCC(=O)Nc4ccccc4N)cc3CC(=O)N([C@H](C)CO)C[C@H]2C)cc1	9[16.7 µM]	-1	-2	nt	4	4	4
O=C(N/N=C/c1ccccn1)C(O)c1ccccc1 (configuration not stated)	-2	5	3	3	2	-5	3
CN1c2ccc(-c3ccccc3)cc2[C@H]2[C@H](CCN2C(=O)Nc2ccccc2F)[C@H]1CO	-4[16.7 µM]	38	10	2	-2	-4	15
COc1ccc2cc(Br)ccc2c1CC(=O)NC(C)(C)C	-9	-1	-6	nt	nt	nt	nt
COc1ccc(S(=O)(=O)N2CCCC(C(F)(F)F)C2)cc1 (configuration not stated)	3	-1	-7	0	-2	-2	0
O=S(=O)(NC1=NCCC1)c1cccc(NS(=O)(=O)c2ccc(F)c(Cl)c2)c1	5	1	nt	-1	-3	0	11
FC(F)(F)c1ccc(/C=N/N2CCN(Cc3cccc4ccccc34)CC2)cc1	-1	15	9	nt	nt	-4	-11
C[C@H]1CN([C@@H](C)CO)C(=O)c2cc(NS(=O)(=O)c3cccs3)ccc2O[C@H]1CN(C)Cc1ccc(-c2ccccc2)cc1	-5[16.7 µM]	-1	0	9	-4	-5	50
O=c1c2ccccc2cnn1Cc1n[nH]c(=S)n1-c1ccccc1Cl	nt	nt	-8	-1	-4	nt	nt
COc1ccc(NC(=O)N[C@H]2CC[C@@H](CCNC(=O)CCN3CCCCC3)O[C@H]2CO)cc1	-17[16.7 µM]	-10	5	-2	2	-5	-3
Cc1cccnc1NC(=S)NC(=O)c1cncc(Br)c1	5	-5	-3	-4	-1	35	3
Cc1noc(C)c1NC(=O)Nc1ccc2c(c1)CC(=O)N([C@H](C)CO)C[C@H](C)[C@H](CN(C)S(=O)(=O)c1ccccc1)O2	-8[16.7 µM]	-2	nt	1	-9	-7	-20
C/C=C/c1cnc2c(c1)C(=O)N([C@@H](C)CO)C[C@@H](C)[C@H](CN(C)C(=O)Nc1ccc(F)cc1)O2	20[16.7 µM]	-3	-1	3	3	1	1
CCN(CC)C(=O)Cn1c(=O)n(-c2ccccc2)c(=O)c2c3c(sc21)CCC3	2	-3	1	nt	nt	-2	7
C[C@@H]1CN([C@@H](C)CO)C(=O)Cc2cc(NC(=O)CCCCCC(=O)Nc3ccccc3N)ccc2O[C@@H]1CN(C)C(=O)NC1CCCCC1	0[16.7 µM]	0	-17	1	-6	8	-7
CN(C)S(=O)(=O)N1CCc2ccc(NC(=O)c3ccccc3Cl)cc2C1	nt	-3	14	-5	2	9	-9
O=C(CCC(=O)OCC(=O)c1ccc(-c2ccccc2)cc1)Nc1cccc(Cl)c1	-11	-3	-3	nt	nt	2	1
CC(=O)Oc1ccc(-c2cccc(C(=O)NCCCO)c2)cc1	4	3	nt	nt	nt	-7	-14
CC(C)(C)C(=O)Nc1nc(NC(=O)C(C)(C)C)nc(-c2ccccc2Cl)n1	-5	0	-6	-3	-1	nt	nt
COc1ccccc1CCC(=O)Nc1ccc(S(=O)(=O)Nc2cc(C)nc(C)n2)cc1	3	1	6	-4	4	-8	-15
CN1C(=O)N(c2cccc3ccccc23)C(n2cncn2)C1(C)C (configuration not stated)	-2	-1	-5	nt	nt	-2	0
COCC#Cc1cnc2c(c1)C(=O)N([C@@H](C)CO)C[C@@H](C)[C@H](CN(C)C(=O)Cc1ccncc1)O2	-2[16.7 µM]	9	-2	6	-1	-4	11
CCc1cccc(NC(=O)CCS(=O)(=O)c2cc3c(cc2C)NC(=O)CO3)c1	nt	-2	0	3	-1	-4	1
Fc1ccc(NC(=S)N2CCCC2)cc1	-2	0	-4	nt	nt	1	4
O=C(Nc1ccncc1)c1ccc(Br)cc1	-4	1	-3	-2	2	0	12
COc1cc(F)ccc1-c1csc(C(C)(NC(C)=O)c2ccccc2)n1 (configuration not stated)	-1	-1	nt	nt	1	1	-1
CCC(=O)N1[C@H](CO)[C@@H](c2ccc(-c3ccccc3)cc2)[C@@H]1CN(C)C(C)=O	14[16.7 µM]	-1	0	nt	nt	2	13
SMILES	miR122 inh	Cneo AK release	ARNT-TACC3 inh	SIRT5 inh	ERp5 block	esBAF inh	Statin myotox sup
O=C1CN(C(=O)CSc2nnnn2-c2ccc(Cl)cc2)c2ccccc2N1	-1	-3	-2	-6	4	0	19
Cn1c(=O)n(CCc2ccccc2)c(=O)c2c1nc1n2CCCN1CCc1ccccc1	24	0	0	nt	nt	6	nt
COCC(=O)Nc1ccc2c(c1)[C@@H]1C[C@H](CC(=O)OC)O[C@@H](CO)[C@@H]1O2	0	0	nt	0&-1	6&5	0	4
CC(=O)NNC(=O)CCC(=O)Nc1ccccc1	-2	-1	-13	nt	nt	-6	-7
Cc1ccc2c(C(=O)CN3CCN(c4ccccc4)CC3)c(C)[nH]c2c1	8	4	-3	nt	nt	-1	2
CCCP(=O)(CC(=O)O)c1ccccc1 (configuration not stated)	1	4	-48	nt	nt	-3	-1
COCCn1c(=NC(=O)c2ccc3c(c2)OCCO3)sc2cc(S(N)(=O)=O)ccc21	nt	nt	22	-2	4	nt	nt
Cc1nc2c3ccccc3n(CC#N)c(=O)n2n1	0	-1	6	0	11	-12	0
Cc1noc(C)c1S(=O)(=O)Nc1ccc2c(c1)C(=O)N([C@H](C)CO)C[C@@H](C)[C@@H](CN(C)C(=O)Nc1ccc(C(F)(F)F)cc1)O2	-1[16.7 µM]	6	-3	-9	-3	-5	nt
CC1(C(=O)NC2CCN(Cc3ccccc3)CC2)CCN1Cc1ccc(OC(F)(F)F)cc1 (configuration not stated)	-6	-2	nt	nt	-4	-7	-47
Cc1cccc(N2CCN(C(=O)C3(S(=O)(=O)c4ccc(Cl)cc4)CC3)CC2)c1C	-5	nt	50*	-1	-1	0	7
COc1ccc(CNC(=O)CN(Cc2ccccc2OC)C(=O)c2csnn2)cc1	-1	-1	2	3	-1	0	15
O=C(NCc1ccccn1)c1cc(-c2ccccc2)on1	-2	-3	-8	nt	nt	17	19
COc1cccc(Cn2nnc3c(=O)[nH]c(C4CCCN(C(=O)c5ccccc5Cl)C4)nc32)c1 (configuration not stated)	-2	1	-1	nt	nt	-3	22
Cc1ccccc1NC(=S)N(Cc1cccs1)C1CCCC1	9	3	0	-6	4	2	7
Cc1nc(-c2ccc(-c3ccon3)s2)no1	nt	nt	0	-3	0	nt	nt
Cc1ccc(C(=O)NNC(=O)C(C)Sc2nc(N)cc(N)n2)cc1 (configuration not stated)	-3	2	-8	nt	nt	nt	nt
O=C(c1ccc(S(=O)(=O)NCc2ccco2)cc1)N1CCCC1	0	0	-7	0	-2	-4	2
O=C(NC(=S)NCc1ccccc1)c1ccccc1Br	-5	14	0	0	3	4	1
CC(C)C#Cc1ccc2c(c1)O[C@@H](CN(C)Cc1ccccc1)[C@@H](C)CN([C@@H](C)CO)S2(=O)=O	-6[16.7 µM]	12	16	17*	-1	-4	-12
COc1ccc(CN(C)C[C@H]2OCCCC[C@@H](C)Oc3ccc(NC(=O)Nc4ccc(F)cc4)cc3C(=O)N([C@H](C)CO)C[C@@H]2C)cc1	2[16.7 µM]	4	-3	-6	1	-6	0

Whole records from above:
Profile of COc1ccc(CNC(=O)CN(Cc2ccccc2OC)C(=O)c2csnn2)cc1 = miR122 inh: -1; Cneo AK release: -1; ARNT-TACC3 inh: 2; SIRT5 inh: 3; ERp5 block: -1; esBAF inh: 0; Statin myotox sup: 15
Profile of CC(C)C#Cc1ccc2c(c1)O[C@@H](CN(C)Cc1ccccc1)[C@@H](C)CN([C@@H](C)CO)S2(=O)=O = miR122 inh: -6[16.7 µM]; Cneo AK release: 12; ARNT-TACC3 inh: 16; SIRT5 inh: 17*; ERp5 block: -1; esBAF inh: -4; Statin myotox sup: -12
Profile of Cc1ccc(C(=O)NNC(=O)C(C)Sc2nc(N)cc(N)n2)cc1 (configuration not stated) = miR122 inh: -3; Cneo AK release: 2; ARNT-TACC3 inh: -8; SIRT5 inh: nt; ERp5 block: nt; esBAF inh: nt; Statin myotox sup: nt
